ERG-DNA inh = qHTS for Small Molecule Inhibitors of the ERG Ets/DNA interaction; Transcriptional regulator ERG (Homo sapiens), P11308; fluorescence polarization, His-ERG Ets domain / labelled DNA; Potency, µM (series often up to 76.9 µM), inactives show at the highest dose FP activity, negative = inhibition, hits mostly inhibitors; 0.028% of 370,000 active; active means well fitted inhibition curve with a large enough effect in the polarisation, with a control signal flat; inconclusive means small, poorly fitted or top-dose-only effect, or effect the other way, or a change in a side signal; inactive means no such curve, though single readings can be large or run the other way; the % refers to the polarisation;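 further: polarization taken with two DNA probes labelled with fluorescein and Texas red; % of control where 0% means no effect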
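His-tagged ERG Ets domain (1 uM in the protein solution; 300mM KCl, 50mM Tris-HCl, 1mM EDTA, 1mM DTT, pH 7.5) received compound, then a probe mix of 5 nM fluorescein-DNA and 100nM Texas-615-DNA. Fluorescence polarization was read for both dyes.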
HP1b binding inh = HTS for Inhibitors of HP1-beta Chromodomain Interactions with Methylated Histone Tails. Chromobox protein homolog 1 (Homo sapiens), P83916. AlphaScreen HP1-beta / biotin-H3K9me3 peptide binding. Potency, µM (highest dose often 114 µM), inactives show top-dose activity change, negative = inhibition, actives largely listed as inhibitors. 0.56% of 390,000 active; further: nearly all actives have a fitted effect of over 70% in size; inactives centre near 23
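HP1-beta protein (50 nM final) preincubated 30 min at room temperature with biotinylated H3(1-18)K9me3 peptide (50 nM) in PBS pH 7.4, 0.01% Tween-20, then compound added for 30 min. AlphaScreen streptavidin donor/nickel chelate acceptor beads (10 ug/mL final), 30 min dark, luminescence read.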
TrxR1 inh = qHTS Assay for Inhibitors of Mammalian Selenoprotein Thioredoxin Reductase 1 (TrxR1): qHTS. recombinant rTrxR1, NADPH fluorescence consumption, selenite substrate. Thioredoxin reductase 1, cytoplasmic (Rattus norvegicus), O89049. Potency, µM (top dose mostly 114 µM), without a hit: at the highest dose activity change, negative = inhibition, most hits filed as inhibitors. 1% of 390,000 active; further: on the % scale 0 is the no-effect control and ±100 the full control effect; nearly all actives have a fitted effect of over 65% in size
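Rat TrxR1 (90 nM in the dispensed reagent) was pre-reduced with 400 uM NADPH for 5 min at room temperature, then incubated with compound for 15 min. After 400 uM selenite was added, NADPH fluorescence (Ex 340/Em 450 nm) was followed for 8 min.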
GLS inh = qHTS for Inhibitors of Glutaminase (GLS); Glutaminase kidney isoform, mitochondrial (Homo sapiens), O94925; GLS enzymatic activity, qHTS titration; Potency, µM (series often up to 45.5 µM), inactives show at the highest dose activity change, negative = inhibition, usual class: inhibitors; 0.21% of 410,000 active; AID 624170, 2012; further: on the % scale 0 is the no-effect control and ±100 the full control effect
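Glutamate formation by hKGA was monitored fluorometrically using coupled glutamate oxidase, HRP and Amplex Red. Substrate was added as 1 mM L-glutamine solution; incubation was 30 min at RT after an initial read.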
RGS4 inhibitor = Inhibitors of Regulator of G Protein Signaling (RGS) 4: qHTS; Regulator of G-protein signaling 4 (Homo sapiens), P49798; Transcreener GDP fluorescence polarization, RGS4-accelerated GTP hydrolysis; Potency, µM (highest dose often 114 µM), for the others: at the highest dose activity change, negative = inhibition, most hits filed as inhibitors; 0.039% of 390,000 active; further: on the % scale 0 is the no-effect control and ±100 the full control effect; nearly all actives have a fitted effect of over 75% in size; some results filed as inactive show a strong effect at the top dose
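MLSMR compounds (23 nl, pin-transferred) preincubated 10 min at room temperature with a 500nM (2x) first reagent, then RGS4 at 900nM (2x) plus Transcreener GDP mix added; fluorescence polarization (620/688 nm) read before and after 90 min at 30 °C.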
JMJD2A Tudor inh = qHTS Assay for Inhibitors of JMJD2A-Tudor Domain. AlphaScreen JMJD2A-Tudor / H3K4me3 peptide binding. Potency, µM (top dose mostly 114 µM), inactives show top-dose activity change, negative = inhibition, hits mostly inhibitors. 4.4% of 390,000 active. Lysine-specific demethylase 4A (Homo sapiens), O75164; further: on the % scale 0 is the no-effect control and ±100 the full control effect; nearly all actives have a fitted effect of over 50% in size
Target sequence (O75164 whole entry, looked up, the tested form may be a part): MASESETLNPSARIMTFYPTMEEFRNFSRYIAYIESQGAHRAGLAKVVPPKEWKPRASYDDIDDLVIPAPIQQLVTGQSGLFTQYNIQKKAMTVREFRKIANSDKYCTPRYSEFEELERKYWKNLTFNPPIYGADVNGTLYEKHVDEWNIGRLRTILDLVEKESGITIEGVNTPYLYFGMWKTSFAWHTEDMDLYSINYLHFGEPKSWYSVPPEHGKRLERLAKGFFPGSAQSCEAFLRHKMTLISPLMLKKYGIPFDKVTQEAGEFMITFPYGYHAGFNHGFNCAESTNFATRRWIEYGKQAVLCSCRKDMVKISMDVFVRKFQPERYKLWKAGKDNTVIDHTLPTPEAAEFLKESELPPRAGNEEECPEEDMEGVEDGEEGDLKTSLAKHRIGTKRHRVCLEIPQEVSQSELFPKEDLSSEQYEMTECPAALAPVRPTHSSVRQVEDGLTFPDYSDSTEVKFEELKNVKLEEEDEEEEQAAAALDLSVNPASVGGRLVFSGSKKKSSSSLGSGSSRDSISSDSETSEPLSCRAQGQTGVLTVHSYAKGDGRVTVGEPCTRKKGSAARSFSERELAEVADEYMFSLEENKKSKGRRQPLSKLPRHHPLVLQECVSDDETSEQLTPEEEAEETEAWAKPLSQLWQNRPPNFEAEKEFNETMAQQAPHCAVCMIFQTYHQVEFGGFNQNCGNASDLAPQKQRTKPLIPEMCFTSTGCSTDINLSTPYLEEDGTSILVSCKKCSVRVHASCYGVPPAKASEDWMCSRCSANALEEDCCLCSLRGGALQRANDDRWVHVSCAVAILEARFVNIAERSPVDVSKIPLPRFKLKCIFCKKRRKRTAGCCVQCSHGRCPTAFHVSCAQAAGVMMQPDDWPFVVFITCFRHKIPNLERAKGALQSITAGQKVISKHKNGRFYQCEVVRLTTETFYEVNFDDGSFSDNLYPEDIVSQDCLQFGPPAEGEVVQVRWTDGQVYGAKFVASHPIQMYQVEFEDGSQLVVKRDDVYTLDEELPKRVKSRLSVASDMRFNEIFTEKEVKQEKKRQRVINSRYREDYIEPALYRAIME
Pin1 inh = qHTS Assay to Find Inhibitors of Pin1; 0.009% of 390,000 active; Peptidyl-prolyl cis-trans isomerase NIMA-interacting 1 (Homo sapiens), Q13526; Pin1 FP peptide displacement, HiFluor488, 10 min; Potency, µM (top dose mostly 115 µM), for inactives: top-dose activity, negative = inhibition, most hits filed as inhibitors; active means well fitted inhibition curve with a large enough effect in the polarisation, with a control signal flat, not every such curve was filed as active; inconclusive means small, poorly fitted or top-dose-only effect, or effect the other way, or a change in a side signal; inactive means no such curve, though single readings can be large or run the other way; the % refers to the polarisation; further: on the % scale 0 is the no-effect control and ±100 the full control effect
PGK inhibitor = qHTS Assay to Find Inhibitors of Phosphoglycerate Kinase; Phosphoglycerate kinase, glycosomal (Trypanosoma brucei brucei), P07378; PGK/GAPDH coupled, Kinase-Glo luminescence, 60 min; Potency, µM (doses to about 57.5 µM), for inactives: top-dose activity change, negative = inhibition, usual class: inhibitors; 0.043% of 380,000 active; further: on the % scale 0 is the no-effect control and ±100 the full control effect; nearly all actives have a fitted effect of over 60% in size
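Luminescent ATP detection (Kinase-Glo Plus) follows a 60-minute room-temperature incubation, with wells lacking PGK as controls. Buffer: 100 mM TEA (pH 7.6), 5 mM MgCl2, 0.01% Tween-20. Coupling enzyme GAPDH (100 nM final) supplies unstable 1,3-BPG in-well.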
ALOX12 inh = Primary qHTS assay for inhibitors of human arachidonate 12S-lipoxygenase (ALOX12): Round 2; Potency, µM (titrated, usually from 108 µM), for the others: top-dose activity change, negative = inhibition, usual class: inhibitors; 1.1% of 580,000 active; purified 12hLO, xylenol orange hydroperoxide absorbance; further: on the % scale 0 is the no-effect control and ±100 the full control effect
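Purified human 12hLO (150 nM final) in 25 mM Hepes, 0.01% Triton X-100, pH 7.0 was preincubated 15 min at room temperature with compound. Then 40 uM arachidonic acid was added, 30 min. Hydroperoxide was read by Fe-XO absorbance ratio 573/405 nm.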
* = called active by the depositor; i = inactive; ? = inconclusive; . = not tested or not shown; & = joins results of further samples; [ ] = remark or other dose. Unless noted, the call rests on the fitted dose curve; in most records, active means well fitted curve in the direction sought with a large enough effect; inconclusive means small, poorly fitted or top-dose-only effect, or another doubt; inactive means no such curve, though single readings can be large; an effect the other way counts as inactive or inconclusive. Potency means the concentration at half of the fitted maximal effect. The list is partial; rates above refer to the full screens.

1. COc1ccc(/C=N/NS(=O)(=O)c2ccc(F)cc2)cc1COc1cc(F)ccc1[N+](=O)[O-]
2. Nc1nc(CCl)nc(N(c2ccccc2)c2ccccc2)n1
3. Cc1c(-n2cc(C(=O)c3ccccc3O)cc(C#N)c2=O)c(=O)n(-c2ccccc2)n1C
4. COc1ccc(C(=O)c2cn(Cc3ccc(C)cc3)c3cc4c(cc3c2=O)OCO4)cc1
5. O=C(CC(C(=O)c1ccccc1)c1ccccc1)c1ccccc1 (configuration not stated)
6. Cc1cc(C)cc(N(CC(=O)NCC2CCCO2)C(=O)CCC(=O)Nc2nccs2)c1 (configuration not stated)
7. COc1ccc(CNC(=O)CN2C(=O)COc3ccccc32)c(OC)c1
8. COc1ccc(CCNC(=O)c2cc3cccc(OC)c3oc2=O)cc1OC

Assay by compound | 1 | 2 | 3 | 4 | 5 | 6 | 7 | 8
ERG-DNA inh | 3% | 0% | -13% | 0% | -1% | 6% | -8% | 4%
HP1b binding inh | 45%[activator] | 19% | 44%[activator] | 54%[activator] | 99%[activator] | 25% | 23% | 18%
TrxR1 inh | 7%[57.1 µM] | 2%[11.4 µM] | -17% | 0% | 10% | 17% | 7%[57.1 µM] | 24%
GLS inh | -3% | 24% | 10% | 3% | -18% | -2% | 4% | 2%
RGS4 inhibitor | 4% | -1% | -40%[56.9 µM] | -16% | 11% | -13% | -5% | 10%
JMJD2A Tudor inh | -9% | -11% | -23%[57.1 µM] | -14% | 64%[activator] | -21% | -9% | -18%
Pin1 inh | -1% | ? | ? | 12% | -1% | 1% | 1% | 0%
PGK inhibitor | -6% | i | -6% | 2% | -9% | 0% | 1% | 0%
ALOX12 inh | -10% | 489%[activator] | -7% | ? | 7% | 10% | -14% | -1%

9. CNc1c(NS(=O)(=O)c2ccc(OC)cc2)c(=O)oc2ccccc12
10. Cc1ccc(-c2ccc(=O)n(CC(=O)Nc3ccc(C(C)C)cc3)n2)cc1
11. CCOC(=O)N1CCN(C(=O)CSCC(=O)Nc2nc(-c3ccc(OC)cc3)cs2)CC1
12. O=C(Nc1cccnc1)c1cccc(NC(=O)c2ccco2)c1
13. COc1cc2ncnc(NCc3ccc(F)cc3)c2cc1OC
14. Cc1ccc(-c2nc(CNC(=O)c3ccco3)cs2)cc1
15. Cc1cccc(CNC(=O)Cn2ccc3cc(S(=O)(=O)N4CCCC4)ccc32)c1
16. CC(C)CN(CCOc1cccc(N2C(=O)C3=C(CCCC3)C2=O)c1)CC(C)C

Assay by compound | 9 | 10 | 11 | 12 | 13 | 14 | 15 | 16
ERG-DNA inh | -3% | -1% | 0% | -4% | -4% | -11% | 7%&-5% | -12%
HP1b binding inh | 18% | 37% | -1% | 26% | 19% | 34% | 39%&29%[activator] | 77%[activator]
TrxR1 inh | 16% | 20% | 8% | 4% | 15%[57.1 µM] | ? | 16%[57.1 µM] | -1%
GLS inh | 36%[activator] | 3% | -2% | 3% | -32% | 3% | -7%&-2% | -3%
RGS4 inhibitor | -17% | -9% | 2% | -5% | 24% | 1% | -15%[56.9 µM] | -10%
JMJD2A Tudor inh | -3% | -8% | -23% | -1% | -13% | -1% | -7%&4% | -2%[57.1 µM]
Pin1 inh | -2% | 7% | 0% | 2% | 2% | 5% | ? | -1%
PGK inhibitor | i | 9% | -3% | 5% | -3% | 1% | 7%&1% | -11%
ALOX12 inh | 2% | ? | -15% | 24% | 23% | ? | 2%&-11% | -10%

17. O=C(NC(=S)Nc1ccccc1)c1csnn1
18. CCOC(=O)C(C(=O)N1CCOCC1)C1CCCCC1 (configuration not stated)
19. N#C/C(=C(/O)CSc1n[nH]c(N)n1)c1nc2ccccc2[nH]1
20. CCn1ccnc1CNC(=O)C1CCC(=O)N(Cc2cccc(C(F)(F)F)c2)C1 (configuration not stated)
21. Cc1nc(NC(=O)c2ccccc2[N+](=O)[O-])sc1C(=O)N(C)C
22. CCCCOc1ccc(-c2ncc(C(=O)O)c(C)n2)cc1
23. COc1ccccc1CNC(=O)CCCCn1c(=O)c2ccccc2n(CC(=O)Nc2c(C)cc(C)cc2C)c1=O
24. CCOC(=O)c1[nH]c2ccc(OC)cc2c1NC(=O)c1nonc1C

Assay by compound | 17 | 18 | 19 | 20 | 21 | 22 | 23 | 24
ERG-DNA inh | . | 1% | 6% | 7% | 0% | -4% | -1% | -7%
HP1b binding inh | 19% | 15% | 0% | 41% | 20% | 27% | 12% | 22%
TrxR1 inh | ? | -22%[57.1 µM] | 6% | 16% | -12% | 19%[57.1 µM] | 17% | -9%[57.1 µM]
GLS inh | 21% | -1% | 25% | -6% | -5% | -1% | 10% | 15%
RGS4 inhibitor | -24% | 21% | 5%[11.4 µM] | 11% | -6% | -10% | 14% | 12%
JMJD2A Tudor inh | -17% | -10% | 1%[11.4 µM] | -14% | -11% | -8% | -11% | -1%
Pin1 inh | -9% | 7% | ? | -12% | -1% | ? | -13% | -2%
PGK inhibitor | -2%[11.5 µM] | -8% | -2% | i | 0% | i | i | -2%
ALOX12 inh | ? | 7% | 0% | -24% | -13% | -4% | 0% | 0%

25. COCC(C)n1c(SCC(=O)NNC(=O)c2ccccc2)nc2ccccc2c1=O (configuration not stated)
26. CNC(=O)NC(=O)CSc1nnc(-c2ccco2)n1Cc1ccccc1
27. Cc1cc2c(cc(C(=O)OCC(=O)NCc3ccco3)n2C)s1
28. CC(Sc1nnc(NCc2ccccc2)s1)C(=O)Nc1ccc2c(c1)C(=O)c1ccccc1C2=O (configuration not stated)
29. CC(C)C(=O)NC(=S)Nc1ccccc1C(F)(F)F
30. CCn1c(=O)n(CC(=O)Nc2cc(OC)c(OC)c(OC)c2)c(=O)c2ccccc21
31. C#CCOCCOCCOCCNc1nc(N2CCN(C(=O)[C@H](CCCCN)n3cc(CCCC)nn3)CC2)nc(N2CCN(C(=O)[C@H](CCCCN)n3cc(CCC(=O)O)nn3)CC2)n1
32. CCCn1nc(NC(=O)COC)c2cc3cccc(C)c3nc21

Assay by compound | 25 | 26 | 27 | 28 | 29 | 30 | 31 | 32
ERG-DNA inh | -4% | 6% | 0% | -9% | -5% | -3% | -13% | -14%
HP1b binding inh | 21% | 15% | 22% | -16% | 28% | 10% | 26% | 91%[activator]
TrxR1 inh | 4% | 1% | -15% | -10% | -33% | 4% | 8%[57.1 µM] | 13%[57.1 µM]
GLS inh | 7% | -1% | 3% | -3% | 1% | 8% | 1% | 2%
RGS4 inhibitor | 14% | -14% | -4% | -44% | -5% | 15% | -5% | -4%
JMJD2A Tudor inh | -8% | -12% | -11% | ? | -4% | -13% | -22% | 39%[activator]
Pin1 inh | 4% | -6% | 12% | -2% | -4% | -13% | 0% | -10%
PGK inhibitor | 4% | -6% | i | i | 0% | -8% | -7% | -9%
ALOX12 inh | 12% | -2% | 30% | ? | -17% | 18% | ? | 2%

Some of these compounds in order of number of heavy atoms, rising:
27. Cc1cc2c(cc(C(=O)OCC(=O)NCc3ccco3)n2C)s1
26. CNC(=O)NC(=O)CSc1nnc(-c2ccco2)n1Cc1ccccc1
25. COCC(C)n1c(SCC(=O)NNC(=O)c2ccccc2)nc2ccccc2c1=O (configuration not stated)

Assay by compound | 27 | 26 | 25
ERG-DNA inh | 0% | 6% | -4%
HP1b binding inh | 22% | 15% | 21%
TrxR1 inh | -15% | 1% | 4%
GLS inh | 3% | -1% | 7%
RGS4 inhibitor | -4% | -14% | 14%
JMJD2A Tudor inh | -11% | -12% | -8%
Pin1 inh | 12% | -6% | 4%
PGK inhibitor | i | -6% | 4%
ALOX12 inh | 30% | -2% | 12%

Later entries.
33. CC12CCC(C1)C(C)(C)C2OC(=O)c1ccccc1C(=O)O (configuration not stated)
34. CCCCCCCCCCCCCCCC(=O)Nc1ccn(C2OC(CO)C(O)C2O)c(=O)n1 (configuration not stated)
35. Cc1ccc(Cn2c(=S)[nH]c3ccccc3c2=O)cc1
36. Cc1ccc(/C([O-])=C(/C(=S)NCc2ccco2)[n+]2ccccc2)cc1[N+](=O)[O-]
37. COc1ccc(CCNC(=O)C2CC(=O)N(CCc3ccccc3)C2)cc1OC (configuration not stated)

Assay by compound | 33 | 34 | 35 | 36 | 37
ERG-DNA inh | -9% | 11% | -1% | 23% | 8%&-3%
HP1b binding inh | 21% | 24% | 52%[activator] | 14% | 27%&62%
TrxR1 inh | 21% | 7%[11.4 µM] | -6% | 56µM* | 33%
GLS inh | 4% | 1% | -2% | 10% | -4%&4%
RGS4 inhibitor | 29% | -18% | -6% | ? | 17%&-16%
JMJD2A Tudor inh | -14% | -5% | 1% | -30% | -13%&-14%
Pin1 inh | 1% | 1% | -1% | . | -5%&-7%
PGK inhibitor | i | i | -6% | -12% | -2%&0%
ALOX12 inh | 0% | -12% | 3% | -9% | 0%&-19%
